FUS suppressor – suppressors of FUS proteinopathy in yeast; S. cerevisiae FUS-expressing, growth rescue, OD600, 24 h; Potency, µM (series often up to 76.6 µM), for inactives: at the highest dose growth rescue (activation), most hits filed as activators; 390,000 compounds, 0.24% hits; AID 1347120;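 note: potency is the fitted concentration of half-maximal effect; plate controls were DMSO vehicle for no effect and reference control for full effect; nearly all actives have a fitted effect of over 55% in size; some results filed as inactive show a strong effect at the top dose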
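Compound concentration series was pinned onto galactose-induced FUS-expressing yeast seeded at OD 0.005. Plates sat 24hr at 30C; absorbance at 600 nm gave growth. DMSO served as background control.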
TDP-43 yeast inh – TDP-43 toxicity inhibition in yeast | 410,000 compounds, 1.8% hits | AID 652104 | Potency, µM (top dose mostly 46.1 µM), without a hit: top-dose growth rescue (activation), actives largely listed as activators | TDP-43 expressing yeast growth rescue, BacTiter-Glo, 24 h; note: potency is the fitted concentration of half-maximal effect; % of control where 0% means no effect; nearly all actives have a fitted effect of over 50% in size
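Readout is BacTiter-Glo luminescence of cell growth, so inhibitors register as activators. TDP-43-expressing yeast at OD600=0.02 in galactose medium, after raffinose pregrowth to mid-log, were incubated with compound for 24 hr at 30 deg C.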
PTHR1 agonist – agonists of human PTHR1 parathyroid hormone receptor; Q03431; HEK293 GP2 PTHR1 cells, GloSensor cAMP luminescence, 1 h; Potency, µM (doses to about 115 µM), without a hit: top-dose activation, usual class: activators; 410,000 compounds, 0.075% hits; AID 743266; note: potency is the fitted concentration of half-maximal effect; nearly all actives have a fitted effect of over 55% in size; some results filed as inactive show a strong effect at the top dose; inactives centre near -15; many of its hits are not listed in these tables
Target sequence (Q03431 whole entry, looked up): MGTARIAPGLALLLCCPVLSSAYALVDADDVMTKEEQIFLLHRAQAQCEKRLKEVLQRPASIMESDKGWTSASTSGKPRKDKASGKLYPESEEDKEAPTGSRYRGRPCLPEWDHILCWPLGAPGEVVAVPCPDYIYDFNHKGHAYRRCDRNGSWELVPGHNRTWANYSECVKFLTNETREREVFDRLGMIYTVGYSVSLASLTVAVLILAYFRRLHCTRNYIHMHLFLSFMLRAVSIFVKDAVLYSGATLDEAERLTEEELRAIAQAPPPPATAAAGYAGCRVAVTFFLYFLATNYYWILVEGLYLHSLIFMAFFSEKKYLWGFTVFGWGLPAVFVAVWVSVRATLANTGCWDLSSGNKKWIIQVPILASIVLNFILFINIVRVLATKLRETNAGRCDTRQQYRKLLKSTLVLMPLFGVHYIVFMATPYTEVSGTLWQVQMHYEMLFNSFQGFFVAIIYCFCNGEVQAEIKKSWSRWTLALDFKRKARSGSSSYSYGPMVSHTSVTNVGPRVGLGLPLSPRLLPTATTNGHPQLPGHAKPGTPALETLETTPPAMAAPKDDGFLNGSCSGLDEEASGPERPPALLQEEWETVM
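HEK-293-derived GP2 cells expressing PTHR1 and a GloSensor cAMP reporter, 3,000/well, plated overnight, given luciferin plus IBMX (each 0.5 mM as added) for 1 h at 37 °C, then compound for 1 h at 37 °C. Luminescence was read after 15 min at room temperature.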
pAkt inh – Akt phosphorylation inhibition; 360,000 compounds, 0.32% hits; Neuro2A IGF-stimulated pAkt S473 HTRF, 20 min; stronger effect = lower value; AID 651550; activity change, % for hits at 50 µM; in the data active = activity change below about -80%; inconclusive = mostly about -51% to -80%; note: % is set by controls: 0 for no effect and ±100 for the full control effect
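Neuro2A cells in DMEM with 0.5% FBS, overnight at 37 deg C, given compound at single 50 µM final, then IGF (6 nM final) for 20 min at 37 deg C. Lysed; phospho-Akt Ser473 by HTRF after 24 h, 665/615 ratio.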
aSyn rescue – inhibitors of alpha-synuclein toxicity in yeast | Yeast expressing alpha-synuclein, growth rescue, BacTiter-Glo, 24 h | Potency, µM (top dose mostly 46.1 µM), inactives show at the highest dose growth rescue (activation), most hits filed as activators | 370,000 compounds, 0.14% hits | AID 652106; note: potency is the fitted concentration of half-maximal effect; % of control where 0% means no effect; nearly all actives have a fitted effect of over 65% in size
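Readout is rescue of growth in alpha-synuclein-expressing yeast, so inhibitors of toxicity appear as activators. Growth after 24 hr at 30 deg C in galactose medium is quantified by luminescence.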
GLP-1R inv ag – acts as inverse agonist at human GLP-1 receptor; P43220; HEK293 GLP-1R CRE-luciferase, luminescence, 24 h; GLP-1R form is constitutively active; Potency, µM (highest dose often 38.3 µM), for inactives: at the top dose activity change, negative = inhibition, actives largely listed as inhibitors; AID 624417; 410,000 compounds, 1.6% hits; note: potency is the fitted concentration of half-maximal effect; % is set by controls: 0 for no effect and ±100 for the full control effect; nearly all actives have a fitted effect of over 55% in size
Target sequence (P43220 whole entry, looked up): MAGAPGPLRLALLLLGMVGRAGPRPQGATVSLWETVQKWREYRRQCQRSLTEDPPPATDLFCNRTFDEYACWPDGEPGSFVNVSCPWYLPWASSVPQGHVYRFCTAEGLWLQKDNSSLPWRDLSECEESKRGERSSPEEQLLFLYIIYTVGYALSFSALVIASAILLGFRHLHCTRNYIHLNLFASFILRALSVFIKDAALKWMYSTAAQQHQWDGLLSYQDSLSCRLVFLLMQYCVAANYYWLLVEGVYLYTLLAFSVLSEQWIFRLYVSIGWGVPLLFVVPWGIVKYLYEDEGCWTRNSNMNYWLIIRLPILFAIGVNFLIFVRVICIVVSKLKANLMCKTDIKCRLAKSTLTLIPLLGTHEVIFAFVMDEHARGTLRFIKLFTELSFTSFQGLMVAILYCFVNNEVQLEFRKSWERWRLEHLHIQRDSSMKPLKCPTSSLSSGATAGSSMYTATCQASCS
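GLP-1R inverse agonism mode: basal reporter luminescence in engineered HEK293 cells measured after one day of compound exposure at 37 deg C, with a 12 min room-temperature detection step.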
DRD3 antagonist – D3 dopamine receptor (human) antagonism | D3R cells, DiscoveRx beta-arrestin luminescence, antagonist mode; stronger effect = lower value | max response, negative = inhibition, % | 360,000 compounds, 2.5% hits | AID 652054; in the data active = max response below about -50%; inconclusive = no clear call, values can overlap the other calls; note: % is set by controls: 0 for no effect and ±100 for the full control effect; mostly tested at two doses, the higher about 12 µM
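Cells plated overnight at 1500 cells/well, then exposed to library compounds with dopamine controls for 90 minutes at 37 degrees C. DiscoveRx reagent added for 30–60 minutes at room temperature; luminescence read, quantitative HTS format.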
Abeta yeast res – restores growth of yeast expressing A-beta42 peptide. yeast expressing A-beta42, growth rescue, OD600, 48 h; response scale: 0% DMSO, 100% iron-clioquinol control. Potency, µM (highest dose often 46.1 µM), for inactives: at the highest dose growth rescue, actives largely listed as activators. 410,000 compounds, 0.063% hits. AID 1347071; note: potency is the fitted concentration of half-maximal effect; nearly all actives have a fitted effect of over 55% in size
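Growth rescue measured by 600 nm absorbance after 48 h yeast culture at 30 C with compound. Values normalized between DMSO and an equimolar ferric chloride plus clioquinol control.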
GLP1R ag – GLP-1 receptor (human) agonism; P43220; HEK293 GLP-1R CRE-luciferase, luminescence, 4-6 h; cells express a hypersensitive GLP-1R form; Potency, µM (top dose mostly 45.6 µM), inactives show at the highest dose activation, actives largely listed as activators; 380,000 compounds, 0.007% hits; AID 624172; note: potency is the fitted concentration of half-maximal effect; % of control where 0% means no effect
The depositor's hits bear a star; i = inactive; ? = inconclusive; . = no result given; [ ] = dose if it differs, or a comment. Unless noted, calls come from the whole dose curve; as a rule, active = well fitted curve in the direction sought with a large enough effect; inconclusive = small, poorly fitted or top-dose-only effect, or another doubt; inactive = no such curve, though single readings can be large; an effect the other way counts as inactive or inconclusive. The list is partial. The share of hits here may be higher or lower than overall.

SMILES	FUS suppressor	TDP-43 yeast inh	PTHR1 agonist	pAkt inh	aSyn rescue	GLP-1R inv ag	DRD3 antagonist	Abeta yeast res	GLP1R ag
COC(=O)C1CCN(C(=O)c2cc(=O)[nH]c3ccccc23)CC1	-34%	-4%	12%	i	-7%	-10%	3	3%	-2%
O=C(CCS(=O)(=O)c1nc(-c2ccc3c(c2)OCO3)cc(C(F)(F)F)n1)Nc1ccc(F)cc1F	24%	13µM*	-5%	.	.	14%	.	-30%	.
CC(=O)Nc1ccc(C(=O)NNC(=O)c2cccs2)cc1	0%	-23%	i	i	1%	14%	-4	6%	12%
CCC1=NN(C(=O)Cc2ccc([N+](=O)[O-])cc2)C(O)(C(F)(F)F)C1 (configuration not stated)	2%	3%	i	i	-1%	6%	-1	-15%	2%
O=C(Nc1ccc2c(c1)OCO2)c1noc2c1CCCCC2	25%	?	-63%[inhibitor][57.5 µM]	i	0%	-6%	27	-27%	6%
COc1ccc(OC)c(CNC(=O)C2CCCCN2S(=O)(=O)c2ccc(F)cc2)c1 (configuration not stated)	33%	12%	i	.	.	?	.	-14%	.
COc1ccc(NC(=O)CON=CC(=O)Nc2ccc(C)cc2)c(OC)c1	-22%	11%	-20%	i	16%	0%	2	-11%	0%
CCOc1cc(C(=O)NC(=S)Nc2nc(C)cc(C)n2)cc(OCC)c1OCC	-7%	15%	i	i	-3%	15%	-4	9%	8%
O=[N+]([O-])c1ccccc1OCC(O)CN1CCN(CC(O)COc2ccccc2[N+](=O)[O-])CC1 (configuration not stated)	8%	22%	-27%	i	2%	-27%	-93*	0%	-3%
CN1C(=O)/C(=C/c2ccc(C(=O)NC3CCCC3)cc2)Oc2ccccc21	-17%	10%	i	i	-1%	28%	4	10%	3%
COc1cccc(C2c3[nH]c4ccccc4c3CCN2Cc2cccc(C)n2)c1 (configuration not stated)	20%	19%	-18%	i	8%	11µM*	13	11%	2%
CCc1cccc(CC)c1NC(=O)CN1CCN(S(=O)(=O)c2ccccc2)CC1	.	20%	-19%	i	-1%	?	-12	0%	-12%
O=C(NNC1CC(=O)N(c2ccc(F)cc2)C1=O)c1cccnc1 (configuration not stated)	22%	11%	i	i	5%	8%	-14	8%	0%
Cc1ccccc1C(=O)NC(=S)NCc1cccnc1	10%	18%	i	i	6%	4%	13	-12%	1%
O=C(NCC(=O)N1CCCC(C(F)(F)F)C1)c1ccco1 (configuration not stated)	-11%	5%	-18%	i	-5%	-13%	0	-9%	0%
Cc1ccccc1C(=O)NCC(=O)NNC(=O)CCN1CCN(c2ccccc2)CC1	9%	-3%	i	i	-3%	-13%	-3	2%	8%
Cc1csc(NC(=O)c2ccccc2)n1	-28%	13%	-36%[inhibitor]	i	-4%	-13%	-2	3%	1%
Cc1ccc2c(CSc3nc4ccccc4c(=O)n3CCCO)cc(=O)oc2c1C	32%	5%	-3%	i	2%	64%[activator]	-2	16%	?
O=C(OCC(=O)N1CCc2ccccc21)c1ccccc1[N+](=O)[O-]	.	?	-39%[inhibitor]	i	15%	-45%	?	4%	-45%[inhibitor]
CCC(=O)Nc1cccc(NC(=O)c2ccccc2Cl)c1	17%	-17%[9.22 µM]	i	i	-1%	14%	-9	13%	13%
NC(=O)CCCn1c(C(=O)c2ccc(Cl)cc2)c2ccc(C(F)(F)F)cc2[n+]1[O-]	?	19%	i	i	6%	-5%	25	-7%	8%
COc1ccc(N=Cc2ccccc2O)cc1	21%	0%	i	i	-11%	-13%	-18	-1%	3%
Cc1cc(C)nc(NC(=NCCc2c[nH]c3ccccc23)NC(=O)Nc2ccccc2)n1	?	?	-19%	i	-25%	?	4	14%	-22%
Cc1ccc(NC(=O)c2ccc(C#CC3(O)CCCCC3)cc2)cc1C	27%	0%	-20%[57.5 µM]	i	0%	8%	19	-1%	-3%
Cc1ccc(C(=O)O/N=C(\N)c2ccccc2)c(Cl)c1	-21%	?	-41%	i	-49%[inhibitor]	?	5	-57%[inhibitor]	-10%
O=C(Nc1nccs1)C1CCCN(S(=O)(=O)c2cccc3cccnc23)C1 (configuration not stated)	-2%	8%	-94%[inhibitor]	i	-8%	-13%	18	12%	-3%
CC(=O)Nc1ccc(S(=O)(=O)N2CCC(N3CCCCC3)CC2)cc1	20%	-7%	i	i	-5%	2%	13	-9%	4%
Cc1cc(C)c(C(=O)N(C)C2CCCN(Cc3ccccc3F)C2)o1 (configuration not stated)	10%	9%	i	i	-1%	-20%	-7	8%	6%
CCc1ccccc1NC(=O)Cn1cc2c(n1)CCC(C)C2 (configuration not stated)	-7%	3%[9.22 µM]	i	.	.	-25%	.	27%	.
CC(C)COc1ccc(-c2nonc2NC(=O)c2ccc(F)cc2)cc1	2%	-2%	-29%	.	.	4%	.	-14%	.
COc1ccccc1C(c1nnnn1C1CCCC1)N1CCN2CCCC2C1 (configuration not stated)	9%	-15%	i	i	3%	10%	6	-11%	4%
O=C(NNC(=O)c1ccc(S(=O)(=O)N2CCOCC2)cc1)c1ccccc1	0%	-9%	7%	i	-3%	9%	-5	-12%	3%
CCNC(=O)C1Cc2ccccc2CN1S(=O)(=O)c1ccc(F)cc1 (configuration not stated)	-39%	-13%	i	i	-4%	6%	-3	-3%	-3%
O=C(NCCOC(=O)c1ccc(C(=O)OCCNC(=O)c2cccnc2)s1)c1cccnc1	20%	-19%	i	i	-14%	0%	?	1%	-7%
CCn1cnc2c1c(=O)n(CC(=O)NCC(F)(F)F)c(=O)n2Cc1ccccc1	-4%	-8%	-20%	i	-1%	6%	-18	-17%	0%
O=C(O)C1CC(O)CN1c1nc(Cl)ccc1[N+](=O)[O-] (configuration not stated)	20%	-21%	i	i	-2%	15%	-13	-1%	2%
Cc1ccccc1NC(=S)NC(=O)C1CCCCC1	2%	25%	i	i	0%	8.9µM*	6	?	1%
COc1ccc(NC(=O)N(C)C[C@@H]2OCc3cnnn3CCCC(=O)N([C@@H](C)CO)C[C@H]2C)cc1	5%	0%	i	i	3%	3%	9	-6%	-4%
COC[C@@H]1CCCN1c1ccc2c(c1)O[C@H](COCc1ccccc1)CN([C@H](C)c1ccccc1)S2(=O)=O	30%	10%	-11%	i	-2%	?	2	17%	4%
Cn1c(NCCOc2ccccc2Cl)nc2cc(-c3ccc(F)cc3)sc2c1=O	4%	28%	i	i	-1%	-7%	3	6%	-4%
Cc1ccc(NC(=O)COC(=O)c2cccnc2Cl)cc1S(=O)(=O)N1CCOCC1	4%	-4%	-54%[inhibitor]	i	0%	1%	-2	-8%	3%
Cc1cc(Br)ccc1NC(=O)c1cn(C2CCCC2)c(=O)c2c1c1ccccc1n2C	-30%	0%	-25%	.	.	1%	.	-2%	.
O=C(NCc1cccs1)Nc1ccc(Cl)cc1	-29%	-12%	-14%	i	-12%	-20%	35	0%[9.22 µM]	7%
C[C@H]1CN([C@@H](C)CO)C(=O)c2cccc(NC(=O)C3CC3)c2O[C@H]1CN(C)Cc1ccc(-c2ccccc2)cc1	-6%	4%	i	i	9%	4%	52	-3%	8%
Cc1ccccc1NC(=S)Nc1cccc([N+](=O)[O-])c1	-28%	2%	i	i	0%	16%	-20	6%	1%

Individual results from the entries so far.
`Cc1cc(Br)ccc1NC(=O)c1cn(C2CCCC2)c(=O)c2c1c1ccccc1n2C` in FUS suppressor is entered as -30%
`CCn1cnc2c1c(=O)n(CC(=O)NCC(F)(F)F)c(=O)n2Cc1ccccc1` in Abeta yeast res is entered as -17%

Next section.
SMILES	FUS suppressor	TDP-43 yeast inh	PTHR1 agonist	pAkt inh	aSyn rescue	GLP-1R inv ag	DRD3 antagonist	Abeta yeast res	GLP1R ag
COc1ccc(S(=O)(=O)N2CCC(C(=O)NCC(=O)Nc3c(C)cccc3C)CC2)cc1OC	.	-6%	-5%	i	-5%	-21%	2	-1%	11%
COc1ccc(-c2cc(C)no2)cc1S(=O)(=O)NCc1ccco1	10%	-1%	-8%	.	.	-14%	.	-19%	.
CCCCC(C(=O)O)C(C)CC(=O)Nc1ccn(-c2ccccc2)n1 (configuration not stated)	0%	6%	-13%[57.5 µM]	i	1%	4%	16	17%	-8%
O=C(Nc1ccccc1[N+](=O)[O-])C1=C(O)CCn2c1nc1ccccc12	-18%	-11%	-32%[57.5 µM]	i	-12%	2%	6	-6%	7%

Structural class: the compounds so far containing an aryl methoxy group.
SMILES	FUS suppressor	TDP-43 yeast inh	PTHR1 agonist	pAkt inh	aSyn rescue	GLP-1R inv ag	DRD3 antagonist	Abeta yeast res	GLP1R ag
COc1ccc(OC)c(CNC(=O)C2CCCCN2S(=O)(=O)c2ccc(F)cc2)c1 (configuration not stated)	33%	12%	i	.	.	?	.	-14%	.
COc1ccc(NC(=O)CON=CC(=O)Nc2ccc(C)cc2)c(OC)c1	-22%	11%	-20%	i	16%	0%	2	-11%	0%
COc1cccc(C2c3[nH]c4ccccc4c3CCN2Cc2cccc(C)n2)c1 (configuration not stated)	20%	19%	-18%	i	8%	11µM*	13	11%	2%
COc1ccc(N=Cc2ccccc2O)cc1	21%	0%	i	i	-11%	-13%	-18	-1%	3%
COc1ccccc1C(c1nnnn1C1CCCC1)N1CCN2CCCC2C1 (configuration not stated)	9%	-15%	i	i	3%	10%	6	-11%	4%
COc1ccc(NC(=O)N(C)C[C@@H]2OCc3cnnn3CCCC(=O)N([C@@H](C)CO)C[C@H]2C)cc1	5%	0%	i	i	3%	3%	9	-6%	-4%
COc1ccc(S(=O)(=O)N2CCC(C(=O)NCC(=O)Nc3c(C)cccc3C)CC2)cc1OC	.	-6%	-5%	i	-5%	-21%	2	-1%	11%
COc1ccc(-c2cc(C)no2)cc1S(=O)(=O)NCc1ccco1	10%	-1%	-8%	.	.	-14%	.	-19%	.
